RGS4 inh: inhibitors of human RGS4; HEK293 M3R/RGS4 inducible, Fluo-4 calcium flux; active compounds read high; triggered by carbachol at its EC20; P49798; B-score at 10 µM; actives 0.45% (n = 310,000);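 active = B-score, a plate-corrected calcium signal, over three deviations above library mean, with baseline fluorescence within five deviations of library mean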;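 also: RGS4 expression induced by doxycycline in cells with stable M3 receptor; B-score is computed from the integrated fluorescence ratio over baseline after carbachol; higher B-score means a larger calcium signal and so more RGS4 inhibition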
hERG rescue: hERG (human) protection from proarrhythmic block | actives 0.51% (n = 310,000) | AID 1511 | CHO-hERG, FluxOR thallium flux, dofetilide IC70 present | Q12809 | activation (rescue from dofetilide block), less the hit threshold, % at 10 µM;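 active = activation above the mean of controls blocked by dofetilide plus 5 SD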;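 also: thallium influx through hERG after potassium depolarization seen as dye fluorescence rise; in these data hits start at about 4.7%; inactives centre near -7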
KCNK9 block: human KCNK9 channel inhibition; actives 1.2% (n = 310,000); HEK293 KCNK9, FluxOR thallium flux fluorescence; active compounds read low; Q9NPC2; B-score at 10 µM;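 active = ratio B-score over 3 SD below the library mean, with starting fluorescence within 5 SD of its mean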;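 also: negative B-score means less thallium flux so channel inhibition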
Target sequence (Q9NPC2 whole entry, looked up): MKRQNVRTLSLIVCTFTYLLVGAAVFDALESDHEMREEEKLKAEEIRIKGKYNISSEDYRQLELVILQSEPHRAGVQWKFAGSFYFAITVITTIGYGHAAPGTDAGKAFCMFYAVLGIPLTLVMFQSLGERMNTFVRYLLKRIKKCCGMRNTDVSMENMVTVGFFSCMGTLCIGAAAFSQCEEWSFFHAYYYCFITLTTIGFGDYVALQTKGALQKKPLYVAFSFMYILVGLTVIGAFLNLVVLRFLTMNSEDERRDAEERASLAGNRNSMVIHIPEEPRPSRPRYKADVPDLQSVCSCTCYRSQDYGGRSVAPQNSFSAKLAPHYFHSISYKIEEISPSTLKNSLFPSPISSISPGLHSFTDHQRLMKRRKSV
KCNQ1 pot: potentiates or activates the human KCNQ1 potassium channel; P51787; CHO-K1 KCNQ1, thallium flux FluxOR fluorescence; active compounds read high; B-score at 10 µM; actives 0.35% (n = 310,000); AID 2648;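 active = fluorescence ratio B-score, a plate-corrected score, at least three library SD, with initial intensity B-score within 5 SD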
Target sequence (P51787 whole entry, looked up): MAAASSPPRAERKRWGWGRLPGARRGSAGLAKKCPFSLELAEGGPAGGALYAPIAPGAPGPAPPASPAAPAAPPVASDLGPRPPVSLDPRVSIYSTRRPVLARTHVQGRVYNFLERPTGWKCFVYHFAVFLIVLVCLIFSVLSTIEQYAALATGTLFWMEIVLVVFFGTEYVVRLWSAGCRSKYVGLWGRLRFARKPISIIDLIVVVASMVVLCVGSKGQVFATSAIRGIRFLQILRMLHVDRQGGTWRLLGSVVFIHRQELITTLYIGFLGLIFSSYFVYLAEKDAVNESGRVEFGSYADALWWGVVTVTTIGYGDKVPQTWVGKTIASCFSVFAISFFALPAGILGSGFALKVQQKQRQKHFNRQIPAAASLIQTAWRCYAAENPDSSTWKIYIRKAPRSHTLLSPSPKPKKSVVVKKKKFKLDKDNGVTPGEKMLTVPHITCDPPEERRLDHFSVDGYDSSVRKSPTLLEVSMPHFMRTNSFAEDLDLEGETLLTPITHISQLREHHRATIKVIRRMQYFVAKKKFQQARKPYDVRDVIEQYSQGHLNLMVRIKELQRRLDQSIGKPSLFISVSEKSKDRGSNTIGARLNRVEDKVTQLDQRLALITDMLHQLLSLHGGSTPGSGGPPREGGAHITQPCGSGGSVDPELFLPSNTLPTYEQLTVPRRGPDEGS
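Schedule – 37 °C overnight plating, 90-min dark dye load, 20-min compound pretreatment · System – stable KCNQ1 CHO-K1 line · Probe or stimulus – thallium- and potassium-containing depolarizing buffer · Measured by – kinetic FluxOR fluorescence, 10 s baseline plus 110 s post-stimulus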
MrgX1 agonist: agonists of human MrgX1 receptor | B-score at 10 µM | AID 588627 | Q96LB2 | actives 0.44% (n = 310,000) | MrgX1-HEK293 cells, Fluo-4 calcium fluorescence, agonist mode; active compounds read high;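 active = calcium response B-score plate-corrected fluorescence ratio at least 3 library SD, with starting fluorescence B-score inside 5 SD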
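System: HEK293 cells stably expressing human MrgX1 receptor; Dosing: test compound in the initial addition of three; Schedule: overnight plating, then 30 min 37 °C plus 30 min room-temperature dye loading; Detection: kinetic calcium dye fluorescence, Fluo-4 NW; Controls: per-plate positive and negative controls for Z′ factor.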
KCNK3 block: human KCNK3 channel inhibition, primary screen | CHO-KCNK3 thallium flux, FluxOR fluorescence; active compounds read low | O14649 | B-score at 10 µM | actives 0.84% (n = 340,000);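 active = B-score under library mean minus 4 SD, starting fluorescence ratio at most library mean plus 5 SD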;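 also: more negative B-score means stronger inhibition of thallium flux through KCNK3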
ANO1 activ: mouse TMEM16A channel activation, primary screen | B-score at 10 µM | actives 0.3% (n = 340,000) | Q8BHY3 | HEK293 TMEM16A/YFP-H148Q/I152L, iodide quench fluorescence; active compounds read low;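 active = fluorescence-ratio B-score plate-corrected deviation score at least 3 library SD below zero, with starting fluorescence score within 5 deviations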;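 also: channel opened by trigger with iodide after compound preincubation; score built on the fluorescence ratio of max minus min over baseline; more negative score means more quench and so TMEM16A activation or potentiation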
RGS4 act: potentiators or activators of RGS4 | actives 0.92% (n = 310,000) | HEK293 M3R/inducible RGS4, carbachol calcium flux Fluo4; active compounds read low | B-score at 10 µM;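 active = B-score of the integrated calcium signal more than 4 SD below the library mean, with starting fluorescence not abnormally high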;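 also: negative B-score means reduced calcium response which marks RGS4 activation or potentiation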
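Detection: kinetic calcium fluorescence imaging with Fluo4-AM dye, 2 µM / Material: HEK293 cells with stable M3R and inducible RGS4 / Schedule: recording 10 s baseline at 1 Hz, 100 s post-agonist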
MrgX1 PAM: human MrgX1 positive allosteric modulation, primary screen | MrgX1-HEK293, Fluo-4 calcium flux, FDSS; active compounds read high | Q96LB2 | AID 588675 | B-score at 10 µM | actives 0.63% (n = 310,000);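 active = plate-corrected calcium response at least 3 library SD above typical, normal starting fluorescence, not activating the receptor alone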;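 also: compound read alongside a low EC10 to EC30 dose of BAM8-22 agonist; peak minus trough fluorescence over baseline measured at the second addition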
TMEM16A inh: inhibitors of mouse TMEM16A calcium-activated chloride channel; Q8BHY3; HEK293 TMEM16A/YFP iodide influx fluorescence, ionomycin; normalized B-score (activity score, 25-100; higher = stronger inhibition) at 10 µM; actives 1.2% (n = 310,000); AID 588511;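 active = ratio plate-corrected score three or more library SD toward inhibition, starting fluorescence score within five deviations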;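 also: score derived from kinetic fluorescence span divided by baseline fluorescence per well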
KCNQ1 block: inhibitors of human KCNQ1 potassium channel; CHO-K1 KCNQ1, FluxOR thallium flux fluorescence; active compounds read high; actives 1.3% (n = 310,000); B-score at 10 µM;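 active = compounds whose thallium flux B-score, printed positive for inhibition, exceeds three library SD while starting fluorescence stays within three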;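 also: channel opened by potassium depolarization with thallium stimulus after 20 min compound exposure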
* = called active by the depositor; i = inactive.

no. | SMILES | RGS4 inh | hERG rescue | KCNK9 block | KCNQ1 pot | MrgX1 agonist | KCNK3 block | ANO1 activ | RGS4 act | MrgX1 PAM | TMEM16A inh | KCNQ1 block
1 | COc1ccc2nc(C)cc(SCC(=O)Nc3c(C)cccc3C)c2c1 | i | -5.0 | i | i | i | i | i | i | i | i | i
2 | CN(C)CCCNC(=O)CCc1nc2ccccc2c(=O)[nH]1 | i | -6.5 | i | i | i | i | i | i | i | i | i
3 | C/C(NC1CCCCC1)=C(/C#N)C(=O)NCCN1CCOCC1 | i | -4.4 | i | i | i | i | i | i | i | i | i
4 | Fc1cccc(F)c1/C=N/NC(=S)Nc1cccnc1 | i | -1.4 | i | i | i | i | i | i | i | i | i
5 | CCCCC(=O)Nc1cnc(NC(=O)c2ccco2)cc1C | i | -2.6 | i | i | i | i | i | i | i | i | i
6 | CCc1ccc2[nH]c(=O)c(CN(CCCN3CCOCC3)C(=O)Nc3ccc(F)cc3)cc2c1 | i | -21.5 | i | i | i | i | i | i | i | i | i
7 | COc1cc(C2C3=C(CCCC3=O)Nc3ccc4ncccc4c32)ccc1O (centres undefined) | i | -3.1 | i | i | i | i | i | i | i | i | i
8 | COc1ccc(CC(=O)N/N=C(\C)CC(=O)Nc2ccc3c(c2)OCCO3)cc1 | i | -10.8 | i | i | i | i | i | i | i | i | i
9 | COc1cc(C(=O)Nc2nnc(SC)s2)c([N+](=O)[O-])cc1OC | i | -9.6 | i | i | i | i | i | i | i | i | i
10 | O=S(=O)(c1cccs1)N1CCN(CC(O)COc2cccc(Br)c2)CC1 (centres undefined) | i | -16.0 | i | i | i | i | i | i | i | i | i
11 | O=C(Oc1cccc(OC(=O)c2ccco2)c1)c1ccco1 | i | -6.6 | i | i | i | i | i | i | i | i | i
12 | O=C1CC(Sc2cccs2)C(=O)N1c1ccccc1 (centres undefined) | i | -8.2 | i | i | i | i | i | i | i | i | i
13 | Cc1ccc(N(CC(=O)NC2CCCCCC2)S(=O)(=O)c2c(C)nn(C)c2C)cc1 | i | -8.4 | i | i | i | i | i | i | i | i | i
14 | COc1ccccc1NC(=S)N(Cc1ccco1)Cc1cc2cc(C)ccc2[nH]c1=O | i | -5.6 | i | i | i | i | i | i | i | i | i
15 | CCc1ccc2[nH]c(O)c(N=Nc3nc(-c4ccccc4)cs3)c2c1 | i | 7.2* | i | 10* | i | i | i | i | i | i | i
16 | COc1ccc(C)cc1NC(=O)CN(C)C1CCCCC1 | i | -1.6 | i | i | i | i | i | i | i | i | i
17 | O=C(Nc1nc2c(s1)CCCC2)C1CCCN1C(=O)c1cccs1 (centres undefined) | i | -8.6 | i | i | i | i | i | i | i | i | i
18 | Clc1ccc(-c2noc(CN(Cc3ccccn3)CC3CCCO3)n2)cc1 (centres undefined) | i | -12.2 | i | i | i | i | i | i | i | i | i
19 | O=C1CC(N2CCN(C(c3ccccc3)c3ccccc3)CC2)C(=O)N1 (centres undefined) | i | -8.3 | i | i | i | i | i | i | i | i | i
20 | COc1ccc(-n2nc(C)cc2Nc2ccccc2C(=O)O)cc1 | i | 4.0 | i | i | i | i | i | i | i | i | i
21 | N#Cc1ccc(C(c2nnnn2CCc2ccccc2)N2CCCCCC2)cc1 (centres undefined) | i | 0.6 | -7.47* | i | i | i | i | i | i | i | i
22 | O=C(CSc1nncs1)NCCNC(=O)CSc1nncs1 | i | -3.6 | i | i | i | i | i | i | i | i | i
23 | CCCN1CCN(S(=O)(=O)c2cn(C)nc2C)CC1 | i | -5.3 | i | i | i | i | i | i | i | i | i
24 | Cn1ccnc1SCC(=O)Nc1ccc2c(c1)COC2=O | i | -3.3 | i | i | i | i | i | i | i | i | i
25 | CC[C@H](C)[C@H](NC(=O)OCc1ccccc1)C(=O)OCC(=O)Nc1ccc(N2CCOCC2)cc1 | i | -14.5 | i | i | i | i | i | i | i | i | i
26 | COC(=O)CSc1nnc(NC(=O)c2ccc3c(c2)OCO3)s1 | i | -11.2 | i | i | i | i | i | i | i | i | i
27 | O=C(NCCC1=CCCCC1)c1cc(S(=O)(=O)N2CCOCC2)ccc1Cl | i | -11.7 | i | i | i | i | i | i | i | i | i
28 | O=C(COC(=O)c1ccc([N+](=O)[O-])o1)NC1CCS(=O)(=O)C1 (centres undefined) | i | -7.9 | i | i | i | i | i | i | i | i | i
29 | Cc1ccccc1OC(=O)Cn1c(C(F)(F)F)nc2ccccc21 | i | -6.5 | i | i | i | i | i | i | i | i | i
30 | Cc1c(C)c2ccc(OCC(=O)NCc3ccccn3)cc2oc1=O | i | -4.9 | i | i | i | i | i | i | i | i | i
31 | CCCCNC(=O)Cn1cnc([N+](=O)[O-])n1 | i | -10.3 | i | i | i | i | i | i | i | i | i
32 | CCCCCC1CCC(C(=O)N2CCOCC2)CC1 (centres undefined) | i | -6.1 | i | i | i | i | i | i | i | i | i
33 | COc1cccc(/C=N/NC(=O)c2ccc(COc3ccc(Cl)cc3Cl)o2)c1 | i | -4.8 | i | i | i | i | i | i | i | i | i
34 | Cc1ccc(C(=O)NCc2ccc(Cl)c(Cl)c2)o1 | i | -5.7 | i | i | i | i | i | i | i | i | i
35 | Nc1ccccc1-n1cccc1 | i | -9.7 | i | i | i | i | i | i | i | i | i
36 | N/C(=N\OC(=O)CCC(=O)O)c1ncc(C(F)(F)F)cc1Cl | i | -4.0 | i | i | i | i | i | i | i | i | i
37 | OCC1(CCc2ccccc2)CCN(Cc2cnc(N3CCCC3)s2)CC1 | i | -14.0 | i | i | i | i | i | i | i | i | i
38 | O=C(CCCN1C(=O)c2ccccc2C1=O)N1CCOCC1 | i | -6.5 | i | i | i | i | i | i | i | i | i
39 | Cc1ccc(S(=O)(=O)N2CCC(=O)N(CCOC(=O)Nc3ccc(C)c(C)c3)CC2)cc1 | i | -9.4 | i | i | i | i | i | i | i | i | i
40 | O=S(=O)(c1ccccc1)N1CCN(c2nc3ccccc3s2)CC1 | i | -2.4 | i | i | i | i | i | i | i | i | i
41 | CCCCOC(=O)Nc1nc(CC(=O)OCC)cs1 | i | -19.8 | i | i | i | i | i | i | i | i | i
42 | CC1(C)CC(NC(=O)Nc2ccc([N+](=O)[O-])cc2)CC(C)(C)N1 | i | -8.7 | i | i | i | i | i | i | i | i | i
43 | Cc1ccc(C(=O)CC(SCC(=O)O)c2ccc([N+](=O)[O-])cc2)cc1 (centres undefined) | 6.29* | -8.2 | i | i | i | i | i | i | i | i | i
44 | COc1ccc(S(=O)(=O)Nc2cc3c4c(oc3c3ccccc23)CC(C)(C)CC4=O)cc1 | i | -8.5 | i | i | i | i | i | i | i | i | i
45 | Cc1ccc(S(=O)(=O)NC(CC(=O)NCc2ccco2)c2ccco2)cc1 (centres undefined) | i | -4.8 | i | i | i | i | i | i | i | i | i
46 | O=C(NCc1ccccc1)NC1(C(=O)N2CCN(c3ncccn3)CC2)CCCCC1 | i | -6.0 | i | i | i | i | i | i | i | i | i
47 | COCCNC(=O)/C(C#N)=C/c1ccc2c(c1)OCO2 | i | -9.5 | i | i | i | i | i | i | i | i | i
48 | CC(C)CNC(=O)C1CCN(S(=O)(=O)c2ccc(-n3cnnn3)cc2)CC1 | i | -5.2 | i | i | i | i | i | i | i | i | i
49 | N#Cc1cc(Cl)c(NCC2CCCO2)cc1C#N (centres undefined) | i | -4.1 | i | i | i | i | i | i | i | i | i
50 | Cc1ccc(NC(=O)CCC(=O)NNC(=O)Cc2ccccc2)cc1C | i | -6.2 | i | i | i | i | i | i | i | i | i
51 | CCOC(=O)C(CCC(C)=O)C(=O)c1ccccc1 (centres undefined) | i | -1.7 | i | i | i | i | i | i | i | i | i
52 | CSc1nc2c(c(=O)[nH]1)C(c1cccs1)C1=C(CCCC1=O)N2 (centres undefined) | i | -10.8 | i | i | i | i | i | i | i | i | i
53 | Cc1cc(C)n2nc(SCC(=O)N(C)c3c(N)n(Cc4ccccc4)c(=O)[nH]c3=O)nc2n1 | i | -19.4 | i | i | i | i | i | i | i | i | i
54 | CN1OC2C(=O)N(c3ccccc3)C(=O)C2C1c1ccc(F)cc1 (centres undefined) | i | -11.7 | i | i | i | i | i | i | i | i | i
55 | Cc1ccc(N2CC(C(=O)O)CC2=O)cc1 (centres undefined) | i | -4.4 | i | i | i | i | i | i | i | i | i
56 | CCOC(=O)c1ccc(C(=O)OCC)nc1 | i | -11.5 | i | i | i | i | i | i | i | i | i
57 | Cc1cccc(Nc2nc(NCc3ccco3)c3ccccc3n2)c1 | i | -24.6 | -8.13* | i | i | i | i | i | i | 25* | 10*
58 | CCOC(=O)C(=CNc1cscc1S(=O)(=O)C(C)C)C(=O)OCC | i | -6.8 | i | i | i | i | i | i | i | i | i
59 | O=C(O)/C=C/c1cn(-c2ccccc2)nc1-c1ccc2c(c1)OCCO2 | i | -13.9 | i | i | i | i | i | i | i | i | i
60 | O=P(OC1CCCCC1)(OC1CCCCC1)C(Nc1ccccc1)c1cccnc1 (centres undefined) | i | -18.8 | i | i | i | i | i | i | i | i | i

More entries follow:
no. | SMILES | RGS4 inh | hERG rescue | KCNK9 block | KCNQ1 pot | MrgX1 agonist | KCNK3 block | ANO1 activ | RGS4 act | MrgX1 PAM | TMEM16A inh | KCNQ1 block
61 | Cc1ccnc(-n2c(C)cc(C=O)c2C)c1 | i | -5.7 | i | i | i | i | i | i | i | i | i
62 | C=CCc1c(O)nc(SCC(=O)c2ccccc2)[nH]c1=O | i | -2.4 | i | i | i | i | i | i | i | i | i
63 | CC1CCN(C(=O)CN(C2CCCCC2)S(C)(=O)=O)CC1 | i | -6.8 | i | i | i | i | i | i | i | i | i
64 | Cc1ccc(CSc2nncn2-c2ccccn2)cc1 | i | -6.2 | i | i | i | i | i | i | i | i | i
65 | O=C(NCc1ccccn1)c1ccc(N2CCCC2=O)cc1 | i | -8.6 | i | i | i | i | i | i | i | i | i
66 | CCN1CCN(c2cc(C)c3cc(NC(=O)c4cc(OC)cc(OC)c4)ccc3n2)CC1 | i | -14.8 | i | i | i | i | i | i | i | i | i
67 | CCCNC(=O)NC(=O)CN1C(=O)NC(C)(c2ccc3ccccc3c2)C1=O (centres undefined) | i | -6.4 | i | i | i | i | i | i | i | i | i

Assay outcomes deposited in PubChem BioAssay by Johns Hopkins Ion Channel Center.
